Compound activity: PubChem, National Center for Advancing Translational Sciences (NCATS)
N370S GC mod: N370S glucocerebrosidase modulation, Gaucher chaperone candidate | N370S GC spleen homogenate, 4MU-glucoside fluorescence | Potency, µM (series often up to 59.4 µM), inactives show at the highest dose activity change, negative = inhibition, usual class: inhibitors | hit rate 0.092% among 330,000;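 note: 0% = full enzyme activity and -100% = no enzyme basal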
FEN1 inhibitor: inhibitors of human flap endonuclease 1 | AID 588795 | hit rate 0.35% among 390,000 | Recombinant FEN1 flap cleavage, fluorescence, 15 min | Potency, µM (top dose mostly 114 µM), without a hit: at the highest dose activity change, negative = inhibition, usual class: inhibitors | P39748; note: nearly all actives have a fitted effect of over 65% in size
Target sequence (P39748 whole entry, looked up): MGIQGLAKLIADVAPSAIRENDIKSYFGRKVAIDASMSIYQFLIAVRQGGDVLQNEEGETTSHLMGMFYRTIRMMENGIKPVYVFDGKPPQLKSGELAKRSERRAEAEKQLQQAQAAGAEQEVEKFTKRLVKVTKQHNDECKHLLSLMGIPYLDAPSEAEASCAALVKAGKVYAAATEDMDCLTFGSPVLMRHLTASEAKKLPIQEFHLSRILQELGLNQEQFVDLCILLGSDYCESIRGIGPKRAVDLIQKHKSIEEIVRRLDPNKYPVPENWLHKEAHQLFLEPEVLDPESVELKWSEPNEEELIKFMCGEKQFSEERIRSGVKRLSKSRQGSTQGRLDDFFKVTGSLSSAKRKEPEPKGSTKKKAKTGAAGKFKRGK
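Steps: FEN1 (10 nM) dispensed; compound added by pin tool; 15 min at room temperature; substrate added to 50 nM final; reads at 0 min and 15 min; data normalized and fitted (four-parameter Hill).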
TDP1 inh: blocks human tyrosyl-DNA phosphodiesterase 1; Q9NUW8; recombinant TDP1, AlphaScreen DNA substrate cleavage; Potency, µM (top dose mostly 130 µM), for the others: at the top dose activity change, negative = inhibition, actives largely listed as inhibitors; hit rate 0.28% among 350,000; AID 485290; note: nearly all actives have a fitted effect of over 40% in size
Target sequence (Q9NUW8 whole entry, looked up): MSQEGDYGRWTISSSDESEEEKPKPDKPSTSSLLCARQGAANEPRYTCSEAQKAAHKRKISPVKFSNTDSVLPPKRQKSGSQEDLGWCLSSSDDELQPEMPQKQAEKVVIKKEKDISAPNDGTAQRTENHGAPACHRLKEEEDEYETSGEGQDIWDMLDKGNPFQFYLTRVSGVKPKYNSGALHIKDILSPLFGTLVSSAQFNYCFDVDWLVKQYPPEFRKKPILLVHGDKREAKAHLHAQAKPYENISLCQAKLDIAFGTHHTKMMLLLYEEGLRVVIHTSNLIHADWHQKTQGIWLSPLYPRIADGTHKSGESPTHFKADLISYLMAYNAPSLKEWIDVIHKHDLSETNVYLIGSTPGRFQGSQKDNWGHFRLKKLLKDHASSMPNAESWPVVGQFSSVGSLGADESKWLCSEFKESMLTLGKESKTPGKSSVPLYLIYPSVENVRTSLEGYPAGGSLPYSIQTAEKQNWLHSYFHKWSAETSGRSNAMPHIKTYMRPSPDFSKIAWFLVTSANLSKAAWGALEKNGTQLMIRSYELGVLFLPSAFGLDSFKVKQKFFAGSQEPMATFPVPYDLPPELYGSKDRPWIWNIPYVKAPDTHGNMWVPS
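Compounds were preincubated with Tdp1 (1 nM final) for 15 min at room temperature before substrate (15 nM final) started a 5 min reaction; beads (10 ug/ml final) were then added for 10 min before AlphaScreen detection.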
* marks the source's active call; other numbers are inactive results; ? = inconclusive; nt = no result given; & = joins results of further samples; [ ] = another dose, or the depositor's remark. Calls come from the whole dose curve; as a rule, active = well fitted curve in the direction sought with a large enough effect; inconclusive = small, poorly fitted or top-dose-only effect, or another doubt; inactive = no such curve, though single readings can be large; an effect the other way counts as inactive or inconclusive. Unless noted, % is set by controls: 0 for no effect and ±100 for the full control effect; potency is the fitted concentration of half-maximal effect.

SMILES | N370S GC mod | FEN1 inhibitor | TDP1 inh
Cn1c(CCNS(=O)(=O)c2ccccc2)nnc1SCc1cccnc1 | -6% | 12% | 2%
CCOC(=O)c1cn(-c2ccc(F)c(F)c2)c2c(F)c(F)c(F)c(F)c2c1=O | -2% | nt | -5%
CC(C)(C)C1CCC(OC(=O)CCC(=O)Nc2ccccc2)CC1 (stereo not given) | 5% | -7% | -3%
Cc1cc(C(=O)NCc2ccccc2)c2c(C)nn(-c3cccc(Cl)c3C)c2n1 | nt | 25% | 1%
Cc1cc(Cl)ccc1NC(=O)CN1C(=O)COc2ccc(S(=O)(=O)N3CCC(C)CC3)cc21 | nt | 21% | 5%
COC(=O)c1ccccc1S(=O)(=O)N(Cc1cc2cc3c(cc2[nH]c1=O)OCO3)C1CCCCC1 | ? | nt | 5%
O=C(Cn1cnc2c(nnn2Cc2ccc(F)cc2)c1=O)OCc1ccccc1 | 5% | 1% | 2%
O=C(c1cc2cc(F)ccc2[nH]1)N1CCN(c2cccc(Cl)c2)CC1 | -10% | -5% | nt
O=C(Cn1cc(SCc2ccc(F)cc2)c2ccccc21)N1CCCCC1 | nt | 2% | -3%
Cc1ccc(-n2c(COc3ccccc3)n[nH]c2=S)cc1 | -8% | -4% | -2%
CC(CN1CCN(C)CC1)OC(=O)c1cccc(F)c1 (stereo not given) | 0% | 7% | nt
Cc1ccc(S(=O)(=O)N2CCN(Cc3ccccc3Cl)CC2)cc1 | nt | ? | -9%[12.3 µM]

Structures above that have an NH in an aromatic ring (3):
SMILES | N370S GC mod | FEN1 inhibitor | TDP1 inh
COC(=O)c1ccccc1S(=O)(=O)N(Cc1cc2cc3c(cc2[nH]c1=O)OCO3)C1CCCCC1 | ? | nt | 5%
O=C(c1cc2cc(F)ccc2[nH]1)N1CCN(c2cccc(Cl)c2)CC1 | -10% | -5% | nt
Cc1ccc(-n2c(COc3ccccc3)n[nH]c2=S)cc1 | -8% | -4% | -2%

Other entries follow:
SMILES | N370S GC mod | FEN1 inhibitor | TDP1 inh
CSc1ccc(/C=C/C(=O)Nc2ccccc2)cc1 | 4% | 3% | 0%
COC(=O)c1cc(S(=O)(=O)N2CCCC(C)C2)c[nH]1 (stereo not given) | -2% | 17% | 1%
CCSc1nc2sc3c(c2c(=O)n1-c1ccccc1C)CCN(C)C3 | 24% | 0% | nt
CCOc1cc(CNCCO)cc(Br)c1OCc1cccs1 | -19% | -1% | 4%
O=C(Nc1ccc2c(c1)OCO2)C1CCN(S(=O)(=O)c2ccc3c(c2)OCCO3)CC1 | 10% | 4% | 2%
COc1ccc(CN2CCNC(=O)C2CC(=O)NCC2CCOCC2)cc1C (stereo not given) | 3% | -5% | nt
CC[C@H]1C/C=C\Cc2ccccc2[C@H](C(=O)C[C@@H](O)CC(C)=O)OC1=O | nt | 15% | 0%
CCOc1cc(/C=N/O)ccc1OS(=O)(=O)c1ccc(C)cc1 | 11% | -17% | 2%
Cc1ccc(NC(=O)Cn2ncc3c4ccccc4n(Cc4ccccc4)c3c2=O)cc1Cl | nt | 16% | -3%
COc1ccc(CSc2ccc(-c3nc4ccccn4c3NCc3ccccc3)cc2OC)cc1 | ? | 17% | 2%
O=C(CC1SC(=Nc2cccc3ccccc23)N(Cc2ccccn2)C1=O)Nc1ccccc1Br (stereo not given) | 4% | -7% | 3%
CCN(CC(=O)Nc1ccc(NC(C)=O)cc1)C(=O)COc1ccc2ccccc2c1 | -7% | -4% | nt

An excerpt from above, showing only TDP1 inh.
Compound | TDP1 inh
COc1ccc(CSc2ccc(-c3nc4ccccn4c3NCc3ccccc3)cc2OC)cc1 | 2%
O=C(CC1SC(=Nc2cccc3ccccc23)N(Cc2ccccn2)C1=O)Nc1ccccc1Br (stereo not given) | 3%

Going on with the list.
SMILES | N370S GC mod | FEN1 inhibitor | TDP1 inh
CCCCC(CC)C(=O)Nc1cccc(SC)c1 (stereo not given) | 6% | 3% | 0%
CS(=O)(=O)c1cccc(S(=O)(=O)N2CCN(c3ccccn3)CC2)c1 | -2% | 12% | 2%
O=C(c1cccc(Cl)c1)N1CCCc2ccccc21 | 7% | -8% | nt
O=C(NCC(c1ccco1)N1CCc2ccccc2C1)c1ccc([N+](=O)[O-])cc1 (stereo not given) | -15% | 12% | 0%
O=C(CN1C(=O)C2C3C=CC(C3)C2C1=O)OCC(=O)c1ccc(Br)cc1 (stereo not given) | 11% | 21% | 2%
COc1ccccc1C(=O)Nc1ccccc1C(=O)OCc1cc(=O)n2ccsc2n1 | nt | -2% | 9%
O=C(COc1ccccc1)NCCSc1ccccc1 | -10% | 4% | 3%
CCn1ncc(/C=N/O)c1C | 7% | 14% | -3%
COc1ccc(N=C2NC(=O)/C(=C/C=C/c3ccccc3)S2)cc1 | -2% | -8% | 6%
CCOc1ccccc1CN1CCN(Cc2cc3ccccc3[nH]2)CC1CCO (stereo not given) | 5% | -18% | 6%
CCN(CC)S(=O)(=O)c1cc(-c2nn(C)c(=O)c3ccccc23)ccc1C | -1% | -11% | nt
CN1CCCC(OC(=O)c2cc(F)c(F)c(F)c2F)C1 (stereo not given) | 1% | -7% | nt
CCCCN(C)CCn1c(=S)[nH]c2ncccc2c1=O | 2% | 1% | 1%
Cc1ccc(-n2cc(CN3CCN(c4ccccn4)CC3)c(-c3ccc(F)cc3)n2)cc1 | -18% | 1% | 8%
COC(=O)[C@]1(Cc2ccccc2)N[C@H](CN(C)C(=O)C2CCCCC2)[C@@H]2C(=O)N(C)C(=O)[C@@H]21 | nt | -6% | 0%
O=C(O)[C@H]1C(=CCO)O[C@H]2CC(=O)N12 | 2% | nt | 4%
COc1ccccc1OCCCC(=O)Nc1ccc([N+](=O)[O-])cc1Br | -23% | -12% | 5%
Cc1nc(SCc2ccc([N+](=O)[O-])cc2)n[nH]1 | -1% | 15% | nt
COc1cc(OC)cc(-c2sc3ccc(OC)cc3c2-c2ccc(OCCN3CCOCC3)cc2)c1 | nt | -23% | 4%[56.1 µM]
COC(=O)CSc1nc(C)cc(C(F)(F)F)c1C#N | 11% | -9% | -2%
O=C1CN(C(=O)CNCc2ccc(Cl)cc2)c2ccccc2N1 | -7% | 16% | 5%
CCCCNC(=O)/C=C/c1ccc(OC)c(Br)c1 | 1% | -19% | 5%
COc1ccc(CNc2ncnc3cc(OC)c(OC)cc23)cc1 | -14% | 1% | 8%
Nc1cccc(CCc2ccncc2)c1 | -3% | 4% | 3%
CN(CC(=O)NCCc1ccccc1)S(=O)(=O)c1cccs1 | 19% | 1% | 1%
Cc1cc2c(NC(=O)Nc3ccc(C(F)(F)F)cc3)cccc2nn1 | -2% | -5% | 4%
O=C(NC1CC1)C1CCN(C2CCN(C(=O)/C=C/c3cccc(F)c3F)CC2)CC1 | 3% | 15% | 3%
CCN(CC)CCCSc1nc2ccccc2s1 | -1% | 3% | 2%
C/C(=N\Nc1nc(-c2ccccc2O)nc2ccccc12)c1ccccc1 | -18% | -1% | 5%
CN(C)CCCN(C(=O)CCOc1ccccc1)c1nc2c(F)cccc2s1 | 6% | ? | 3%
Cc1cc(NC(=O)C2CC(c3ccc(Cl)cc3)=NO2)no1 (stereo not given) | 2% | -3% | -1%
CCOC(=O)CSc1nc(C)c2cccc(C)c2n1 | -11% | -12% | ?
N#Cc1ccc(NC(=S)Nc2ccccc2)cc1 | 3% | -4% | 4%
Cc1ccc(S(=O)(=O)N2CCN(C(=O)Cn3c(=O)cnc4ccccc43)CC2)cc1 | nt | -6% | 1%
C=CCNC(NC(=O)c1ccccc1)(C(=O)OCC)C(F)(F)F (stereo not given) | -2% | -5% | 2%
COc1ccc(N2CCN(C(=O)c3nc4nc(C)cc(C)n4n3)CC2)cc1 | 9% | -1% | 3%
COc1ccc(CNC(=O)COC(=O)c2cc3ccccc3o2)cc1 | 3% | 7% | 12%
CCN1CCN(Cc2ccc(NC(=O)Nc3cccs3)cc2)CC1 | 6% | 12% | 3%
C#CCn1c(O)c(N=NC(=O)CNC(=O)c2cccnc2)c2ccccc21 | -1% | -9% | 1%
COCCn1c(SCC(=O)Nc2cc(C)on2)nc2ccccc2c1=O | nt | -10% | 1%
Cc1ccc(OCC(=O)NC(C)c2ccc(Cl)c(Cl)c2)c([N+](=O)[O-])n1 (stereo not given) | 4% | 1% | nt
Cc1cc(-n2c(C)nc3ccccc3c2=O)ccc1NC(=O)c1ccc(C)c([N+](=O)[O-])c1 | nt | 38%[activator] | 3%
CCc1ccccc1NC(=O)CN1CCN(C(=O)C(C)NC(=O)c2ccc(Cl)cc2)CC1 (stereo not given) | -12% | -3% | 4%
CCCn1c(-c2ccc(F)cc2)nc2c(NCCCCN3CCCC3)nc(C)nc21 | -16% | nt | 11%
CC(=O)Nn1cc2c(c1-c1ccccc1)c(=O)n(C)c(=O)n2C | 11% | -2% | 2%
C#CC(=O)N(c1ccc(OC)c(OC)c1)C(C(=O)NC1CCCC1)c1cccs1 (stereo not given) | -5% | -19% | 3%
CCOC(=O)C1CCCN(C/C(O)=C(\C#N)c2nc(-c3ccc(Cl)cc3)cs2)C1 (stereo not given) | 18% | -7% | 13%
Cc1ccc(C(=O)Nc2ccc(NC(=O)c3cccs3)cc2)c(C)c1 | -3% | -4% | nt
CCCNC(=O)C(Cc1ccc(Cl)cc1)NC(=O)c1ccc(C#N)cc1 (stereo not given) | nt | -6% | -1%
Cn1c(=O)c(NC(=O)c2ccccc2)c2n(c1=S)CCCCC2 | -6% | -12% | 2%
Cc1sc(-c2ccccn2)nc1OC(=O)c1ccc(Cl)c(Cl)c1 | -5% | -14% | 2%
COCCCN(C(=O)C1CCCCC1)c1c(N)n(Cc2ccccc2)c(=O)[nH]c1=O | nt | -2% | 1%
COc1ccc(S(=O)(=O)NCCNC(=O)N2CCOCC2)cc1 | -6% | -13% | 4%
CC(C)CN1C(=O)NC2(CCCc3ccccc32)C1=O (stereo not given) | -5% | -6% | 1%
COc1cc(=O)n(C)c2c(OCC3OC(C)(C)OC3(C)C)cccc12 (stereo not given) | 10%&-8% | 14% | 5%&4%
O=C(NCC(=O)N1CC(O)CC1C(=O)N1CCCC1C(=O)OCc1ccccc1)OCc1ccccc1 (stereo not given) | -6% | -1% | -1%
COc1ccc2nc(NC(=O)C3CCCN(S(=O)(=O)c4c(C)noc4C)C3)sc2c1 (stereo not given) | 2% | -1% | 5%
CCCCCc1c(C)nc(N2CCc3ccccc3C2)[nH]c1=O | -2% | 3% | 5%
Cc1c(S(=O)(=O)Nc2ccc3c(c2)OCCO3)c(=O)n(C)c(=O)n1C | 9% | 2% | 0%
Cc1ccccc1C(=O)NC(=S)NCc1ccccc1 | -2% | 0% | nt

5 compounds drawn at random from the list so far, as already listed:
SMILES | N370S GC mod | FEN1 inhibitor | TDP1 inh
O=C(c1cccc(Cl)c1)N1CCCc2ccccc21 | 7% | -8% | nt
CCN(CC(=O)Nc1ccc(NC(C)=O)cc1)C(=O)COc1ccc2ccccc2c1 | -7% | -4% | nt
Nc1cccc(CCc2ccncc2)c1 | -3% | 4% | 3%
COc1ccccc1OCCCC(=O)Nc1ccc([N+](=O)[O-])cc1Br | -23% | -12% | 5%
C#CC(=O)N(c1ccc(OC)c(OC)c1)C(C(=O)NC1CCCC1)c1cccs1 (stereo not given) | -5% | -19% | 3%

Next part
SMILES | N370S GC mod | FEN1 inhibitor | TDP1 inh
CCOc1ccc(CCNC(=O)CCc2cn(Cc3ccc(C)cc3)c3ccccc23)cc1 | nt | -1% | 5%
Cc1cc2ncc(S(=O)(=O)C(C)(C)C)c(N)n2n1 | -2% | -1% | -3%
COC(=O)[C@@H](NC(=O)N1CCC(C)CC1)C(C)C | 5% | 16% | -3%
CC(=O)N(/N=C/c1ccc([N+](=O)[O-])o1)c1nc2ccccc2c(=O)n1-c1ccccc1 | -2% | 16% | 3%
Cn1cc(CNCc2ccc(-n3cccn3)cc2)c(-c2ccccc2F)n1 | -18% | -12% | 6%
CN(C)C(=O)Oc1cccc([N+](C)(C)C)c1 | 4% | -5%&-8% | 4%
COC(=O)c1ccc(-c2cc(C(=O)O)c3cc4c(cc3n2)OCCO4)cc1 | 26% | 5% | -2%
COc1cc(NC(=S)N2CCN(C)CC2)c(OC)cc1Cl | -4% | 2% | -5%
CCOC(=O)C1(Cc2cccc(Cl)c2)CCCN(CCO)C1 (stereo not given) | 11% | -1% | 2%
CCc1ccccc1NC(=O)CCC(=O)OCC(=O)c1ccc(-c2ccccc2)cc1 | 1% | 2% | 5%
Cc1nnc(SCC(=O)N(C)CC(=O)Nc2ccccc2Cl)s1 | -3% | 13% | -16%
Cc1ccc(Cl)cc1NC(=O)CSc1nccn1C | nt | 1% | 1%
S=C(NCc1cccc(Cl)c1)NC1CCCCC1 | -5% | -13% | 3%
CC(C)N(C(=O)c1ccccc1-c1ccccc1)C(C)C | 3% | -15% | 3%
O=C(NCc1ccco1)c1cc2nc(C3CC3)cc(C(F)(F)F)n2n1 | 8% | -1% | 0%
CCOC(=O)c1ccccc1NC(=O)Cc1ccccc1OC | 24% | -20% | -1%[56.1 µM]
CC(=O)OC(C(=O)NCc1ccco1)c1ccncc1 (stereo not given) | 4% | 44%[activator] | 1%
COc1cc(C(C)=O)ccc1COc1ccc(C(=O)O)cc1OC | -6% | 3% | nt
